NTR1 ag: agonists of NTR1, primary screen, imaging, U2OS cells, beta-arrestin-GFP, high content (AID 493036); NTR1-U2OS beta-arrestin-GFP spot imaging, agonist mode; 330,000 compounds, 0.17% hits; activation, % at 20 µM;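 active means activation at or above 40% of the spot to cytoplasm intensity ratio, with at least 20 cells analyzed; inconclusive means wells under 20 cells, flagged as cytotoxic or low count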;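 further: 0% = DMSO without peptide and 100% = 100 nM NTR1 peptide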
Target sequence (P30989 whole entry, looked up): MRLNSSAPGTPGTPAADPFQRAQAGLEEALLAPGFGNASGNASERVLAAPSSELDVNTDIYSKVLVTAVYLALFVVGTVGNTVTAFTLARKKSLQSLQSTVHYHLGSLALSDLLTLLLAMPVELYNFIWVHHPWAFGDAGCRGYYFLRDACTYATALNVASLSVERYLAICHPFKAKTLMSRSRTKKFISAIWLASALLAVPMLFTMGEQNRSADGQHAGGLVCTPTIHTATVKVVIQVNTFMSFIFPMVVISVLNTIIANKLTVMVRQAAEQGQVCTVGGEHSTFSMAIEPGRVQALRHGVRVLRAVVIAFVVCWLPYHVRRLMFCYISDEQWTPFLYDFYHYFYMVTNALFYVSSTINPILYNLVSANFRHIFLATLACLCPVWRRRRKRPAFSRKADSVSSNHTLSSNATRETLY
K1F lysis inhibition: protection from phage-mediated lysis, alamar blue read-out – E. coli UTI89, K1F phage, bacterial capsule biogenesis inhibitors (AID 488966); 340,000 compounds, 0.02% hits; E. coli UTI89 K1F phage lysis, alamar blue, 2 h; higher % means a stronger effect; inhibition, % at 100 µM; hits with a dose series show IC50 in µM;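 active means phage lysis inhibition, versus mean bacterial control, above a set limit; inconclusive means no clear call, values can overlap the other calls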;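 further: capsule biogenesis inhibitors block K1F phage lysis so surviving cells raise fluorescence; higher fluorescence means more inhibition of phage lysis; actives were called in the ten point dose series up to 300 µM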
SV40 large T antigen: SV40 large T antigen inhibitors, biochemical (AID 1903) | SV40 large T antigen ATPase/helicase inhibition assay; higher % means a stronger effect | one-dose inhibition, % at 20 µM; IC50 in µM for titrated hits | 310,000 compounds, 0.39% hits; in the data active means a potency from the dose series; inconclusive means inhibition mostly from about 32% at the one dose, without a potency; inactive means the rest, 99 in 100 with inhibition below about 32%; further: strong numbers were not always called active
Salmonella PhoP GFP: inhibitors of PhoP regulon expression, primary screen, Salmonella Typhimurium, GFP reporter (AID 1863); S. Typhimurium PhoP-regulated promoter GFP reporter, 4 h; higher % means a stronger effect; one-dose inhibition, % at 50 µM; IC50 in µM for titrated hits; 300,000 compounds, 0.16% hits;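 active means inhibition over 29.93%, a cutoff 3 SD above the screen mean, later confirmed by dose response; inconclusive means inhibition over 29.93% but no dose response follow-up; inactive means inhibition at most 29.93% or unconfirmed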;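 further: 0% = low Mg2+ inducing control and 100% = high Mg2+ repressing control; strong numbers were not always called active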
Rac1 GTP hydrolysis: MgcRacGAP GTPase-activating activity inhibitors, confirmation, biochemical, ADP Hunter fluorescence; MgcRacGAP-stimulated Rac1 GTP hydrolysis, ADP Hunter fluorescence; higher % means a stronger effect; GST-tagged Rac1 F28L mutant substrate; one-dose inhibition, % at 30 µM; IC50 in µM for titrated hits; 340,000 compounds, 0.6% hits; AID 624330;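 active means first-screen hits whose inhibition reached a set limit at any dose in the follow-up dose series; inconclusive means inhibition above the set first-screen limit but never retested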;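 further: fluorescence reports GDP produced by GAP-driven GTP hydrolysis; strong numbers were not always called active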
T cell modulator: T cell immune modulators affecting CD8 T cell-vesicle binding; calls only at 7 µM; 330,000 compounds, 0.068% hits; 2C CD8+ T cell-vesicle binding, flow cytometry; hits give low values; AID 2052;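 active means response, share of CD8 T cells binding vesicles, and their 90th percentile fluorescence all below set limits, cut at about 80% in these data, passing the limit was not always enough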
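Assay system – 2C mouse CD8+ T cells · Also added – QL9-loaded Drosophila micro-vesicles · Timing – Cell–vesicle co-incubation 1.5 h at 37 °C, staining 20 min on ice · Signal – flow cytometry of vesicle-bound cells · Measure – percent CD8+ FL2 mean versus row control · Controls – Peptide-free naked vesicles (low) and QL9 vesicles with 0.7% DMSO vehicle (high)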
West Nile antiviral: West Nile virus antiviral activity, cell-based, CPE readout (AID 1621); West Nile virus-infected cells, CPE inhibition; higher % means a stronger effect; CPE inhibition, % at 10 µM; hits with a dose series show IC50 in µM; 290,000 compounds, 0.02% hits; in the data active means a potency from the dose series; inconclusive means CPE inhibition mostly from about 3.7% at the one dose, without a potency; inactive means the rest, 99 in 100 with CPE inhibition below about 2.2%; further: strong numbers were not always called active
RSV antiviral HEp-2: RSV antiviral activity via CPE protection, HEp-2 cells, primary 10 µM value included (AID 2391) | HEp-2 cells, RSV-induced CPE inhibition; higher % means a stronger effect | CPE inhibition, % at 10 µM; hits with a dose series show IC50 in µM | 310,000 compounds, 0.13% hits; in the data active means a potency from the dose series; inconclusive means CPE inhibition mostly from about 23% at the one dose, without a potency; inactive means the rest, 99 in 100 with CPE inhibition below about 21%; further: strong numbers were not always called active
NS5 inhibitors: Dengue-2 NS5 methyltransferase inhibitors, primary screen, biochemical, confirmation dose response (AID 588689); 340,000 compounds, 0.3% hits; one-dose inhibition, % at 25 µM; IC50 in µM for titrated hits; Dengue-2 NS5 methyltransferase capping enzyme assay, biochemical; higher % means a stronger effect; in the data active means a potency from the dose series; inconclusive means inhibition above about 29% without an active follow-up result
T cell modulator vesicle-bound %: second read-out of T cell modulator, no call of its own (marks repeat the call); double positive events, %; measured here: CD8+ vesicle-bound cell fraction;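 binding gate set so that unloaded-vesicle control wells show 10% double positive cells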
NTR1 ag cell count 20 µM: second read-out of NTR1 ag, no call of its own (marks repeat the call); cell count; measured here: cell count, cytotoxicity flag
NS5 inhibitors pilot replicate: further read-out of NS5 inhibitors, marked with its call; inhibition, %; measured here: pilot screen replicate inhibition
* = called active by the depositor; i = inactive; ? = inconclusive; / = no result given; [ ] = dose if it differs, or a comment.

SMILES	NTR1 ag	NTR1 ag cell count 20 µM	K1F lysis inhibition	SV40 large T antigen	Salmonella PhoP GFP	Rac1 GTP hydrolysis	T cell modulator	T cell modulator vesicle-bound %	West Nile antiviral	RSV antiviral HEp-2	NS5 inhibitors	others
COc1ccc(C(C)n2c(C)c3c(C)nnc(C)c3c2C)cc1 (stereo not given)	3.6	50	1.6%	5%	2%	1%	i	11	2.9%	15%	-9%
Cc1ccc2nc(/C(C#N)=C\c3ccc(OC(=O)c4cccs4)cc3)[nH]c2c1	1.8	43	i	10%	3%	-4%	i	53	-0.1%	2.9%	6%
C[C@H](CO)N1C[C@H](C)[C@@H](CN(C)CC2CCCCC2)Oc2c(NS(=O)(=O)c3cccs3)cccc2C1=O	1.0	54	0.9%	/	/	14%	i	54	/	/	-3%
COc1ccc(N2CCN(C(=O)c3sc4ncn(CC(=O)N5CCCCC5C)c(=O)c4c3C)CC2)cc1 (stereo not given)	1.3	54	0.1%	10%	-7%	27%	i	26	-0.3%	18%	-4%
COc1ccc(F)cc1C(=O)C1CCCN(C(=O)CSc2ccccn2)C1 (stereo not given)	-0.6	47	0.1%	4%	-14%	5%	i	38	-1.3%	7.2%	0%
CCOC(=O)c1ccc(NCc2ccncc2)cc1	-1.1	76	-0.1%	/	/	6%	i	28	-1.1%	9.3%	4%
C/C(N)=C(/C#N)C(=O)CSc1nnc(C)n1-c1ccccc1	-1.0	41	-0.4%	-2%	8%	6%	i	57	0.1%	-0.4%	-10%
CCN1CCN(C(=O)c2ccc3c(c2)c(C)c(C)n3Cc2ccccc2)CC1	0.4	61	0.3%	16%	-8%	3%	i	68	-1.7%	-2.7%	-1%
Nc1c(C(=O)C2CC2)sc2nc(-c3ccccc3)cc(C(F)(F)F)c12	7.4	87	0.6%	10%	-100%	8%	i	16	0.2%	2.0%	?
COc1ccc(/C=C/C(=O)NCc2cn(C)nc2C)cc1COc1ccc(Br)cc1	3.9	86	-1.5%	10%	6%	10%	i	18	1.5%	/	-7%
CCCCn1c(N)c(Sc2ccccc2[N+](=O)[O-])c(=O)[nH]c1=O	-0.4	45	-0.2%	3%	5%	3%	i	9	-0.1%	-0.5%	-7%
COc1ccc(S(=O)(=O)N2CCCC(C(=O)NCc3cccnc3)C2)cc1OC (stereo not given)	-0.5	60	-1.1%	20%	0%	3%	i	38	/	6.8%	-4%
COc1ccc(S(=O)(=O)N(C)C)cc1NC(=O)CSc1ncccn1	0.9	32	-1.5%	-2%	5%	4%	i	48	0.1%	0.1%	-1%
O=C(Nc1ccc(N2CCN(c3ccc(O)cc3)CC2)cc1)Oc1ccccc1	-0.2	50	7.7%	16%	9%	15%	i	42	-0.4%	5.6%	1%
CCOc1ccc(CCNC(=O)COC(=O)c2ccc(C)s2)cc1OCC	-0.3	51	0.6%[50 µM]	-4%	-4%	11%	i	54	-0.2%	0.8%	3%
CCCCn1nc2cc(C(=O)NCCc3cccs3)ccc2c1OCC	-1.0	86	2.3%	9%	-2%	8%	i	43	0.6%	10%	0%
N#Cc1c(-c2ccccc2)nc(-c2ccccc2)nc1N1CCOCC1	4.7	39	-0.1%	2%	15%	9%	i	18	-0.3%	1.7%	-1%
Cc1nc(NC(=O)c2ccc(F)cc2)nc2cc3c(cc12)OCO3	0.4	36	-0.6%	2%	0%	1%	i	25	0.3%	-0.4%	-5%
C[C@@H]1C(NC(=O)c2ccccc2)CC2CC1C2(C)C (stereo not given in full)	-0.4	45	0.0%	2%	-6%	5%	i	53	-1.9%	-1.8%	-5%	NS5 inhibitors pilot replicate=2.4
COc1cc(NC(=S)NC2CC2)c(OC)cc1Cl	-0.7	79	0.6%	11%	-9%	4%	i	62	0.1%	0.8%	-1%

Quoted from the listing, ten compounds:
SMILES	NTR1 ag	NTR1 ag cell count 20 µM	K1F lysis inhibition	SV40 large T antigen	Salmonella PhoP GFP	Rac1 GTP hydrolysis	T cell modulator	T cell modulator vesicle-bound %	West Nile antiviral	RSV antiviral HEp-2	NS5 inhibitors	others
CCCCn1c(N)c(Sc2ccccc2[N+](=O)[O-])c(=O)[nH]c1=O	-0.4	45	-0.2%	3%	5%	3%	i	9	-0.1%	-0.5%	-7%
COc1ccc(S(=O)(=O)N2CCCC(C(=O)NCc3cccnc3)C2)cc1OC (stereo not given)	-0.5	60	-1.1%	20%	0%	3%	i	38	/	6.8%	-4%
COc1ccc(S(=O)(=O)N(C)C)cc1NC(=O)CSc1ncccn1	0.9	32	-1.5%	-2%	5%	4%	i	48	0.1%	0.1%	-1%
O=C(Nc1ccc(N2CCN(c3ccc(O)cc3)CC2)cc1)Oc1ccccc1	-0.2	50	7.7%	16%	9%	15%	i	42	-0.4%	5.6%	1%
CCOc1ccc(CCNC(=O)COC(=O)c2ccc(C)s2)cc1OCC	-0.3	51	0.6%[50 µM]	-4%	-4%	11%	i	54	-0.2%	0.8%	3%
CCCCn1nc2cc(C(=O)NCCc3cccs3)ccc2c1OCC	-1.0	86	2.3%	9%	-2%	8%	i	43	0.6%	10%	0%
N#Cc1c(-c2ccccc2)nc(-c2ccccc2)nc1N1CCOCC1	4.7	39	-0.1%	2%	15%	9%	i	18	-0.3%	1.7%	-1%
Cc1nc(NC(=O)c2ccc(F)cc2)nc2cc3c(cc12)OCO3	0.4	36	-0.6%	2%	0%	1%	i	25	0.3%	-0.4%	-5%
C[C@@H]1C(NC(=O)c2ccccc2)CC2CC1C2(C)C (stereo not given in full)	-0.4	45	0.0%	2%	-6%	5%	i	53	-1.9%	-1.8%	-5%	NS5 inhibitors pilot replicate=2.4
COc1cc(NC(=S)NC2CC2)c(OC)cc1Cl	-0.7	79	0.6%	11%	-9%	4%	i	62	0.1%	0.8%	-1%

The results go on.
SMILES	NTR1 ag	NTR1 ag cell count 20 µM	K1F lysis inhibition	SV40 large T antigen	Salmonella PhoP GFP	Rac1 GTP hydrolysis	T cell modulator	T cell modulator vesicle-bound %	West Nile antiviral	RSV antiviral HEp-2	NS5 inhibitors	others
Cc1noc(C)c1S(=O)(=O)N(CC(=O)NCc1ccc(Cl)cc1)c1ccc2c(c1)OCO2	1.9	59	4.2%	16%	1%	-3%	i	45	-0.7%	-0.4%	-3%
COc1ccccc1C(=O)Nc1cc(-c2ccc(C)cc2)no1	5.6	60	0.0%	18%	2%	17%	i	51	0.4%	18%	-7%
O=C(OCc1ccccc1)C1=[N+]([O-])OC(C(=O)OCc2ccccc2)C1c1c[nH]c2ccccc12 (stereo not given)	13	35	-0.9%	11%	-6%	0%	i	4	0.0%	1.2%	-16%
O=C(C(c1ccccc1)c1ccccc1)N(Cc1ccco1)C1CCS(=O)(=O)C1 (stereo not given)	-1.3	99	-0.3%	-1%	4%	1%	i	12	-0.8%	0.6%	0%
Cc1noc(C)c1C(=O)Nc1ccc(N(C)C)cc1	1.0	61	0.2%	?	-3%	?	i	27	0.3%	1.6%	34%
CC1(C)CC(=O)C=C(c2cccc3c2oc2ccccc23)C1	5.5	78	-0.1%	-4%	/	7%	i	50	-0.5%	2.5%	-8%
Cc1ccccc1OCC(=O)Nc1cc(Cl)ccc1Oc1ccccc1	8.2	71	0.8%[50 µM]	8%	-9%	3%	i	40	/	8.5%	3%
Cc1ccc(CC23CN4CCN(CC(C4)C2O)C3)c(C)c1 (stereo not given)	-1.1	71	-0.3%	0%	7%	0%	i	51	-0.5%	0.6%	-1%
COc1cc(/C=C2\C(=N)N3N=C(CC(=O)N4CCOCC4)SC3=NC2=O)cc(OC)c1OC	-0.4	60	0.3%	-1%	-4%	12%	i	2	0.1%	0.3%	-1%
CSc1nc2ccc(NC(=O)C3=NN(c4ccccc4)C(=O)CC3)cc2s1	2.4	51	4.1%	11%	2%	11%	i	41	0.5%	1.9%	4%
CC(=O)N1c2ccc(S(=O)(=O)NCC3CCC(C(=O)N4CCCCC4)CC3)cc2CC1C (stereo not given)	0.2	58	0.2%	1%	4%	15%	i	14	-0.1%	5.7%	2%
COc1ccccc1N1CCN(C(=O)CCCn2c(=O)[nH]c3ccsc3c2=O)CC1	-1.9	73	0.5%	1%	0%	3%	i	51	-0.1%	0.2%	2%
Cc1c(S(=O)(=O)c2ccccn2)c(N)n(Cc2ccccc2)c1C	-1.4	47	/	18%	-7%	/	i	34	-0.1%	-1.4%	/
O=C(O)CN1C(=O)/C(=C\c2cc(Br)ccc2OCc2ccc(Cl)cc2Cl)SC1=S	7.4	75	0.0%	-3%	7%	14%	i	34	0.2%	?	29µM*
C/C(Cc1ccccc1)=N\NC(=O)CNC(=O)c1ccc(C(C)(C)C)cc1	-0.7	94	0.2%	5%	0%	11%	i	64	-0.6%	2.9%	2%
Cc1ccccc1C(=O)N1CCC(C(=O)NC2CCCCC2)CC1	-0.5	44	0.2%	14%	-5%	2%	i	24	0.0%	-0.2%	8%
O=C(NC1CCCCC1)c1cccnc1C(=O)O	-1.0	75	4.7%	9%	-5%	8%	i	31	0.4%	0.3%	-1%
Cc1nn(Cc2ccccc2Cl)c(C)c1NC(=O)c1nc2ncccn2n1	-0.2	41	0.3%	23%	3%	12%	i	20	0.4%	-1.9%	-1%
O=S(=O)(Nc1cccc(-c2ccc3nncn3n2)c1)c1cccc(F)c1	1.7	50	2.5%[50 µM]	5%	-2%	5%	i	32	/	-2.5%	-4%
COc1ccc(C)cc1NC(=O)c1ccc(OCc2c(C)noc2C)cc1	2.2	50	0.0%	/	/	2%	i	42	/	/	-9%
N#C/C(=C/c1cc(Br)cs1)C(=O)NCC1CCCO1 (stereo not given)	-1.6	35	-0.1%	7%	-2%	2%	i	55	-0.1%	2.6%	1%
CCCCc1nc2sc3c(c2c(=O)[nH]1)CC(C)(C)OC3	0.3	52	0.6%	8%	/	7%	i	45	/	/	-8%

Outcome played no part in choosing rows; any-hit rate near 1.5%.
